PI4K2A inh = blocks human PI4K2A kinase activity. Q9BTU6. purified PI4K2A, ADP-Glo luminescence, 1 h; stronger effect = lower value. activity change, negative = inhibition, % at 76.9 µM. actives 0.13% (n = 420,000). AID 1346378; in the data active means activity change below about -50%;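 further: -100% = wells without enzyme as full effect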
Target sequence (Q9BTU6 whole entry, looked up): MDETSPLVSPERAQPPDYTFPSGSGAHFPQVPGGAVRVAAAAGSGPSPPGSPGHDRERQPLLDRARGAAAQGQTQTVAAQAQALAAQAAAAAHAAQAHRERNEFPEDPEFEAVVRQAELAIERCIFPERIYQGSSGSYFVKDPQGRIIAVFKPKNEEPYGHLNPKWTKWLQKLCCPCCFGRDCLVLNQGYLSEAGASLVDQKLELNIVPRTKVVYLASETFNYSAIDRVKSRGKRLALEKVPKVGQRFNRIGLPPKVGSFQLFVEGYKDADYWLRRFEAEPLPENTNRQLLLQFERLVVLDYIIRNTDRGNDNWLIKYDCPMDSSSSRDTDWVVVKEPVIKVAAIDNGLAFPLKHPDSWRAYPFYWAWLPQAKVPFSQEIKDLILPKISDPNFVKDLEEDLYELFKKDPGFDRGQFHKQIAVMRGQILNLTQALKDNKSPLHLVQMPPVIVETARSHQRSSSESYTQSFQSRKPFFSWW
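Compounds are screened against recombinant PI4K2A using PI as substrate and ATP, the latter dispensed at 300 microM. Reactions run one hour at ambient temperature before ADP-Glo detection; full inhibition defined by wells lacking enzyme.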
GLS inhibitor = inhibitors of human glutaminase (GLS) | O94925 | GLS enzymatic activity, qHTS titration | Potency, µM (top dose mostly 45.5 µM), for the others: at the top dose activity change, negative = inhibition, actives largely listed as inhibitors | actives 0.21% (n = 410,000) | AID 624170; active means well fitted inhibition curve with a large enough effect; further: potency means the concentration at half of the fitted maximal effect
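Human kidney-isoform GLS in 45 mM KH2PO4 pH 8.2, 0.02% Tween-20, with compound, started with 1mM L-Glutamine (added stock). Glutamate oxidase/HRP/Amplex red coupled fluorescence read at start and after 30 min at RT.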
An asterisk follows results filed as active; [ ] = dose if it differs, or a comment. Unless noted, on the % scale 0 is the no-effect control and ±100 the full control effect.

SMILES	PI4K2A inh	GLS inhibitor
COc1cccc(OC2(C)CCN(Cc3cccn3-c3nccs3)C2)c1 (stereo unspecified)	2	14%
CC1(C(=O)NS(=O)(=O)c2ccc(C#N)cc2)CCN1C(=O)Cc1cc(F)ccc1F (stereo unspecified)	-5	3%
O=C(NCc1cc(Cl)cc(Cl)c1)c1ccc2sc([C@@H]3O[C@H](CO)[C@H](O)[C@H](O)[C@H]3O)nc2c1	3	0%
CN1CCN(C(=O)c2cccc(-c3ccc4nncn4c3)c2)CC1	-6	8%
CC(C)NC(=O)C1(C)CCCN1C(=O)c1ccc2c(c1)C(C)(C)CCC2(C)C (stereo unspecified)	-1	-2%
COc1cccc(NC(=O)C2(C)CCN2C(=O)CCC2CCCC2)c1 (stereo unspecified)	-3	3%
CCOC(=O)C1(C)CCCCCN1C(=O)c1ccc(C(=O)OC)cc1 (stereo unspecified)	0	-2%
COc1cccc(C(O)c2nc(-c3ccccc3)cs2)c1 (stereo unspecified)	-1	-3%
CCCCCCN1CCN(C2CN(CCCC)S(=O)(=O)C2)CC1 (stereo unspecified)	-3	0%
Cc1ccc(S(=O)(=O)N2[C@@H](c3ccc(Cl)cc3)C(C(=O)OC(C)(C)C)=CC[C@H]2c2ccc(Cl)c(Cl)c2)cc1	5	-7%
Cc1cccc(C)c1NC(=O)CN1CCN(c2ccc(C(F)(F)F)cn2)CC1	0	3%
COc1ccc(-c2cc3ccccc3c(=O)o2)cc1	-8	7%
CCCCn1nnnc1C(c1ccccc1)N1CCN(C(C)=O)CC1 (stereo unspecified)	-6	3%
CC1(C(=O)Nc2ccc(F)c(Cl)c2)Cc2c(-c3cccc(C(F)(F)F)c3)ccnc2O1 (stereo unspecified)	2	-6%
FC(F)(F)c1cc(Cl)c2nc(-c3ccc(Cl)cc3)c(Cc3ccccc3)n2c1	1	-3%
O=C(O)c1ccc(CN2C[C@@H](CO)O[C@@H](n3cnc4c(N5CCOCC5)ncnc43)C2)cc1	0	-3%
CN1CCN(C2CN(Cc3ccccc3)S(=O)(=O)C2)CC1 (stereo unspecified)	3	-1%
CN1CCN(C(=O)OC2CC3CC2[C@H]2CCCCN2C3=O)CC1 (stereo partly specified)	0	4%
CC1(C(=O)NS(=O)(=O)c2cccs2)CCN1C(=O)c1ccco1 (stereo unspecified)	-1	3%
CC1(C(=O)NS(=O)(=O)c2cccc(Cl)c2)CCN1C(=O)CC1CCCCC1 (stereo unspecified)	-6	-1%
CC1=C(C(=O)N(C(C)C)C(C)C)CC(CC(=O)NC(c2ccccc2)c2ccccc2)C(=O)N1CCC1=CCCCC1 (stereo unspecified)	-1	-4%
COc1ccc(-c2nc3ccc(Br)cn3c2Cc2cccc(F)c2)cc1OC	-1	-9%
CCCOc1ccc(F)cc1-c1cc(C(=O)Nc2ccc(OC)nc2)[nH]n1	-3	18%
COC(=O)[C@@]1(Cc2ccc(F)cc2)[C@H]2c3cc(C(=O)N(C)C)n(Cc4ccc(C)c(F)c4F)c3C[C@H]2CN1C(=O)c1ccccc1	14	6%
CCNC(=O)C1(C)CCCN(C(=O)c2cccc(C)c2C)C1 (stereo unspecified)	-2	4%
(listing goes on)
SMILES	PI4K2A inh	GLS inhibitor
COc1ccc(-c2nc3ccc(Br)cn3c2Cc2ccsc2)cc1OC	-4	15%
Cc1ccc(C(NC(=O)C2CCN(CCOc3ccc(Cl)cc3Cl)CC2)c2ccccn2)cc1 (stereo unspecified)	-5	18%
COc1ccc(Cl)cc1Cn1c(C)c(C(=O)NCc2cccc(Cl)c2)sc1=O	-4	1%
COc1ccc(CNC(=O)[C@@H](Cc2ccccc2)NC(=O)CC[C@H]2O[C@@H](n3ccc(=O)[nH]c3=O)[C@H](O)[C@@H]2O)cc1	-2	19%
CCN(C)C1CN(Cc2cn(Cc3cc(C)cc(C)c3)nn2)S(=O)(=O)C1 (stereo unspecified)	-4	7%
COc1cc2oc(=O)cc(CN3CCCCCCC3)c2cc1Cl	2	8%
CC1(C(=O)NS(=O)(=O)c2ccc(Br)cc2)CCN1C(=O)CCC1CCCC1 (stereo unspecified)	-11	22%
OC[C@@H]1CN(Cc2ccccc2)C[C@H](n2cnc3c(NCc4ccco4)ncnc32)O1	-3	9%
CCCCN(C)C(=O)c1ccc(Nc2nc(C(N)Cc3ccc(C(F)(F)F)cc3)cs2)nc1 (stereo unspecified)	-1	16%
Cc1nc(Cn2c3ccc(NC(=S)NC4CCCCC4)cc3c(=O)n2C)cs1	2	38%[activator]
COC(=O)c1ccc(CC2(C)C(=O)Nc3ccc(OC(F)(F)F)cc32)o1 (stereo unspecified)	-8	-4%
CCOC(=O)C1(C)CCCN(C(=O)c2ccc3c(c2)CCO3)C1 (stereo unspecified)	-5	8%
CCCCn1nnnc1C(c1ccccc1)N1CCN(c2ccccc2OC)CC1 (stereo unspecified)	3	13%
COc1ccc(-c2nc3ccc(Br)cn3c2CC(C)(C)C)cc1OC	1	5%
Nc1nc(N)c2c(ccc3c2ccn3Cc2cccc([N+](=O)[O-])c2)n1	6	1%
COCCNC(=O)C1(C)CCCN(C(=O)c2ccc3c(c2)OCO3)C1 (stereo unspecified)	-1	-2%
COc1ccccc1CNc1nc(NCc2cnc(C)cn2)c2sccc2n1	2	5%
CCC(C)CNC(=O)c1[nH]c(C(F)(F)F)nc1-c1ccccc1 (stereo unspecified)	-5	1%
CCc1nc2c(OCc3cccc(Cl)c3)cccn2c1N(C)C(=O)c1ccc(OC)cc1	2	-6%
CCNC(=O)C1(C)CCN(C(=O)c2ccccc2C(F)(F)F)C1 (stereo unspecified)	1	-3%
O=[N+]([O-])c1ccc(NS(=O)(=O)c2ccc(Cl)c(Cl)c2)cc1	-4	20%
C[C@H]1COc2cc(N(C)CCO)ccc2S(=O)(=O)N1	-1	-2%
O=C(NCc1ccccc1)c1cc(C2COCCN2C(=O)OCCF)on1 (stereo unspecified)	0	-8%
Cn1cc(-c2coc3c(C(=O)NCc4ccco4)cccc23)cn1	-7	-5%
Cc1noc(C)c1S(=O)(=O)NC(=O)C1(C)CCN1C(=O)CC(c1ccccc1)c1ccccc1 (stereo unspecified)	-5	9%
The list goes on:
SMILES	PI4K2A inh	GLS inhibitor
OC[C@@H]1CN(Cc2cccs2)C[C@H](n2cnc3c(N4CCN(c5ccccc5)CC4)ncnc32)O1	-1	32%[activator]
CNC(=O)C1Cc2c(-c3cccc(F)c3)ccnc2O1 (stereo unspecified)	-2	-3%
CC(=O)Nc1cc(-c2ccc(C(=O)NC3CC3)cc2)cn2c(-c3cccc(C(F)(F)F)c3)cnc12	-3	1%
CO[C@@]1(NC(=O)CSC[C@@H](N)C(=O)O)C(=O)N2C(C(=O)O)=C(CSc3nnnn3C)CS[C@@H]21	3	23%
CCOC(=O)C1(C)CCCN(C(=O)c2cccnc2)C1 (stereo unspecified)	1	-15%
COC(=O)c1cccc(CN2C(=O)C(C)Sc3ccc(C(C)=O)cc32)c1 (stereo unspecified)	-2	2%
COc1cc2c(N3CCN(C(=O)Nc4ccc(OC(C)C)cc4)CC3)ncnc2cc1OCCCN1CCCCC1	-4	14%
Cc1ccc(S(=O)(=O)N2C[C@H]3C(=O)C[C@@H](c4ccccc4)N(S(=O)(=O)c4ccc(C)cc4)[C@H]3C[C@H]2c2cccs2)cc1	1	-7%
CCOc1ccc(C2CC=C(C(C)=O)CN2S(=O)(=O)c2ccc(C)cc2)cc1 (stereo unspecified)	4	9%
CCOC(=O)C1=CCN(S(=O)(=O)c2ccccc2F)C1c1ccc(C)cc1 (stereo unspecified)	3	19%
C(=C\c1ccccc1)/CN1CCN(C(c2cccc3ccccc23)c2nnnn2C2CCCC2)CC1 (stereo unspecified)	-4	8%
Cc1cccc(C)c1-n1nnnc1C(c1ccnc2ccccc12)N1CCCC1 (stereo unspecified)	3	-14%
CC(=O)c1cccc(-c2ccnc3c2CC(C(=O)NCC2CCOCC2)O3)c1 (stereo unspecified)	-4	8%
COc1ccc(Cc2c(-c3ccc(F)cc3)nc3cc(C)c(Br)c(C)n23)c(C)c1	-1	0%
CCCc1c(-c2ccccc2F)ncn1CCc1ccccc1OC	-3	0%
O=C(c1[nH]c(C(F)(F)F)nc1-c1ccccc1)N1CCN(c2ccncc2)CC1	-1	-1%
O=C(NCc1ccc(F)cc1)OC1CC2CC1[C@H]1CCCCN1C2=O (stereo partly specified)	2	1%
O=C(COCCOCCOCC(=O)Nc1c(I)cc(I)c(C(=O)O)c1I)Nc1c(I)cc(I)c(C(=O)O)c1I	-2	-16%
CC(O)(c1ccccc1)c1nc(/C=C/c2ccccc2)cs1 (stereo unspecified)	1	-7%
CC(C)c1ccccc1NC(=O)Nc1nnc([C@H]2C[C@H](O)[C@@H](CO)O2)s1	-3	1%
OCCN1CCN(c2ncnc3c2ncn3[C@H]2CN(Cc3cccs3)C[C@@H](CO)O2)CC1	4	-3%
CC(C)(C)c1ccc(CC(=O)N2CCC2(C)C(=O)NS(=O)(=O)c2ccc(F)cc2F)cc1 (stereo unspecified)	3	-4%
CCCCN(C=O)c1c(CC)nc2ccc(C(=O)NCCCn3ccnc3)cn12	-8	15%
CC[C@@H]1CC2=C(C(=O)OC(C)(C)O2)[C@@H](c2ccc(Cl)cc2)O1	-5	9%
Cc1ccc2ccccc2c1C(O)c1ncc(-c2ccccc2)[nH]1 (stereo unspecified)	-2	10%
Next structures
SMILES	PI4K2A inh	GLS inhibitor
CCCCNC(=O)C1(C)CCC(=O)N1CCCn1ccnc1 (stereo unspecified)	0	0%
CCOC(=O)C1=CCN(S(=O)(=O)c2ccc(C)cc2)C1c1ccc(Cl)cc1 (stereo unspecified)	-3	8%
Cc1ccc2c(NCc3ccco3)nc(NC(C)C)nc2c1	-2	-16%
CCCCN1CC(N2CCN(CCO)CC2)CS1(=O)=O (stereo unspecified)	3	3%
COC(=O)[C@]12CCCCC=C1N(Cc1ccc(Cl)cc1Cl)C(=O)[C@H](CC(=O)NCCc1ccccc1OC)C2	4	0%
CC(=O)c1sc(Nc2ccccc2)nc1C	4	15%
CCNC(=O)C1CCCN(C(=O)c2cccc(OC(F)(F)F)c2)CC1 (stereo unspecified)	-5	0%
COc1ccc(NC(=O)c2cc(-c3cc(Cl)ccc3C)n[nH]2)cn1	-1	7%
COc1ccc2c(CN3CCCCC3)cc(=O)oc2c1	2	7%
CC1(C(=O)NS(=O)(=O)c2cccc(C#N)c2)CCN1C(=O)C/C=C/c1ccccc1 (stereo unspecified)	3	8%
O=C(O)COc1nn(Cc2ccccc2)c2ccccc12	0	-7%
COc1ccc([C@H]2CC(=O)C[C@@H](CCn3cc(-c4cccnc4)nn3)O2)cc1	-2	11%
CCc1nc2ccc(C(=O)N3CCN(S(=O)(=O)CC)CC3)cn2c1N(CC)C(=O)NCCc1ccccc1	-3	3%
CC1(C(=O)NCc2cccc3ccccc23)CCN1Cc1ccc(-c2ccccc2)o1 (stereo unspecified)	-2	-6%
COC(=O)[C@@]1(Cc2ccc(OC)cc2)[C@H]2c3cc(C(=O)N4CCCC4)n(Cc4cc(C)n(C)n4)c3C[C@H]2CN1C(=O)c1ccccc1	0	0%
N#Cc1c(N)[nH]c(C(=O)c2ccccc2)c1-c1ccc(Cl)cc1	0	8%
CCOC(=O)C1=NOC2(C1)C(=O)Nc1c(Cl)cccc12 (stereo unspecified)	1	-4%

Some of the entries so far, comma-delimited.
mol,PI4K2A inh,GLS inhibitor
CCOC(=O)C1=CCN(S(=O)(=O)c2ccc(C)cc2)C1c1ccc(Cl)cc1 (stereo unspecified),-3,8%
Cc1ccc2c(NCc3ccco3)nc(NC(C)C)nc2c1,-2,-16%
CCCCN1CC(N2CCN(CCO)CC2)CS1(=O)=O (stereo unspecified),3,3%
COC(=O)[C@]12CCCCC=C1N(Cc1ccc(Cl)cc1Cl)C(=O)[C@H](CC(=O)NCCc1ccccc1OC)C2,4,0%
CC(=O)c1sc(Nc2ccccc2)nc1C,4,15%
CCNC(=O)C1CCCN(C(=O)c2cccc(OC(F)(F)F)c2)CC1 (stereo unspecified),-5,0%
COc1ccc(NC(=O)c2cc(-c3cc(Cl)ccc3C)n[nH]2)cn1,-1,7%
COc1ccc2c(CN3CCCCC3)cc(=O)oc2c1,2,7%
CC1(C(=O)NS(=O)(=O)c2cccc(C#N)c2)CCN1C(=O)C/C=C/c1ccccc1 (stereo unspecified),3,8%
O=C(O)COc1nn(Cc2ccccc2)c2ccccc12,0,-7%
COc1ccc([C@H]2CC(=O)C[C@@H](CCn3cc(-c4cccnc4)nn3)O2)cc1,-2,11%
CCc1nc2ccc(C(=O)N3CCN(S(=O)(=O)CC)CC3)cn2c1N(CC)C(=O)NCCc1ccccc1,-3,3%
CC1(C(=O)NCc2cccc3ccccc23)CCN1Cc1ccc(-c2ccccc2)o1 (stereo unspecified),-2,-6%
COC(=O)[C@@]1(Cc2ccc(OC)cc2)[C@H]2c3cc(C(=O)N4CCCC4)n(Cc4cc(C)n(C)n4)c3C[C@H]2CN1C(=O)c1ccccc1,0,0%
N#Cc1c(N)[nH]c(C(=O)c2ccccc2)c1-c1ccc(Cl)cc1,0,8%
CCOC(=O)C1=NOC2(C1)C(=O)Nc1c(Cl)cccc12 (stereo unspecified),1,-4%

An excerpt, so the mix of outcomes need not match the whole.
